Compound activity (PubChem)
EPAC2 agonist: qHTS for Agonist of cAMP-regulated guanine nucleotide exchange factor 4 (EPAC2): primary screen; Rap guanine nucleotide exchange factor 4 (Homo sapiens), Q8WZA2; EPAC2 activation, biochemical qHTS; response scale: 100% = 6.5 mM cAMP response; Potency, µM (top dose mostly 154 µM), for the others: at the highest dose activation, usual class: activators; actives 0.079% (n = 360,000); AID 720711, 2013; note: potency is the fitted concentration of half-maximal effect; nearly all actives have a fitted effect of over 50% in size
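EPAC2 (100 nM) mixed with Rap1B loaded with BODIPY-GDP (250 nM) plus 50 uM unlabeled GDP; compounds pinned in, 5 min RT, then read every 5 min for 30 min (ex 480, em 540 nm). Normalized to cAMP control.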
PTHR1 agonist: qHTS for PTHR1 Agonists: Primary Screen; Parathyroid hormone/parathyroid hormone-related peptide receptor (Homo sapiens), Q03431; HEK293 GP2 PTHR1 cells, GloSensor cAMP luminescence, 1 h; Potency, µM (highest dose often 115 µM), inactives show at the highest dose activation, hits mostly activators; actives 0.075% (n = 410,000); note: potency is the fitted concentration of half-maximal effect; nearly all actives have a fitted effect of over 55% in size; some results filed as inactive show a strong effect at the top dose; inactives centre near -15; many of its hits are not listed in these tables
Target sequence (Q03431 whole entry, looked up): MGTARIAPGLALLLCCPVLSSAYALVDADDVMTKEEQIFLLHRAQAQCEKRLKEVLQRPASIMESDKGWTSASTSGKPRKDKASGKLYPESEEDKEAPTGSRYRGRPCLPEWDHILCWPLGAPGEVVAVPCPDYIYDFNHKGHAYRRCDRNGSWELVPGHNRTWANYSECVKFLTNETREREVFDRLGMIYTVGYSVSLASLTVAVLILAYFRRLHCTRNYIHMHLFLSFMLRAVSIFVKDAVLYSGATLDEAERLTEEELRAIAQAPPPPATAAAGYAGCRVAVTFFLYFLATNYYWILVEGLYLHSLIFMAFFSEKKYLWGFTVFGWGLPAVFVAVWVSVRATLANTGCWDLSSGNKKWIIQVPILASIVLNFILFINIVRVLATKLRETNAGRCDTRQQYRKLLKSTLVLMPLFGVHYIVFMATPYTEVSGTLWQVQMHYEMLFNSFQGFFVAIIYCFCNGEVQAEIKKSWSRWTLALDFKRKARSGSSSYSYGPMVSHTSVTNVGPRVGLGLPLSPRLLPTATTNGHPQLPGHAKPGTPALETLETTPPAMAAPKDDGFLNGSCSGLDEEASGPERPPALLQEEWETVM
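HEK-293-derived GP2 cells expressing PTHR1 and a GloSensor cAMP reporter, 3,000/well, plated overnight, given luciferin plus IBMX (each 0.5 mM as added) for 1 h at 37 °C, then compound for 1 h at 37 °C. Luminescence was read after 15 min at room temperature.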
EPAC2 antag: qHTS for Antagonist of cAMP-regulated guanine nucleotide exchange factor 2 (EPAC2): primary screen. actives 0.18% (n = 360,000). Potency, µM (highest dose often 114 µM), inactives show top-dose activity, negative = inhibition, actives largely listed as inhibitors. EPAC2 GEF exchange of Rap1B-BODIPY-GDP, fluorescence. Rap guanine nucleotide exchange factor 4 (Homo sapiens), Q8WZA2. AID 720708, 2013; note: potency is the fitted concentration of half-maximal effect; % is set by controls: 0 for no effect and ±100 for the full control effect; nearly all actives have a fitted effect of over 45% in size; many of its hits are not listed in these tables
DRD3 agonist: qHTS of D3 Dopamine Receptor Agonist: qHTS; max activation, %; D(3) dopamine receptor (Homo sapiens), P35462; actives 0.58% (n = 410,000); AID 652048, 2013; D3R DiscoveRx beta-arrestin cells, luminescence, 90 min; in the data active = max activation above about 30%; note: 0% is about no effect; mostly tested at two doses, the higher about 12 µM
Target sequence (P35462 whole entry, looked up): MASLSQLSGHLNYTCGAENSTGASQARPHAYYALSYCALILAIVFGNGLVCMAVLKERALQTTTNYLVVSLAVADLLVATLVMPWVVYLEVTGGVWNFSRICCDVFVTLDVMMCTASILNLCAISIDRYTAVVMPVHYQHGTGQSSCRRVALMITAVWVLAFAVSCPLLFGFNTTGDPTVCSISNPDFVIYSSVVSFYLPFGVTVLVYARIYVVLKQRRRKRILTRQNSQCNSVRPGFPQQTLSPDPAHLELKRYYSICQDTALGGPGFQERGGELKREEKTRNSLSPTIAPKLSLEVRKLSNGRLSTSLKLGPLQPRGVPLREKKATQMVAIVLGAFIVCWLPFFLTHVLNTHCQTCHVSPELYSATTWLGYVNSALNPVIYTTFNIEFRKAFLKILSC
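Agonist mode: compounds and dopamine controls were applied to plated cells for 90 min at 37 degrees C after an overnight attachment at 1500 cells/well. Luminescent read-out followed 30 - 60 minutes at room temperature with DiscoveRx detection reagent.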
pAkt inh: HTS Assay for Inhibitors of Akt Phophorylation: Primary Screen; AID 651550, 2012; actives 0.32% (n = 360,000); Neuro2A IGF-stimulated pAkt S473 HTRF, 20 min; hits give low values; activity change, % for hits at 50 µM; in the data active = activity change below about -80%; inconclusive = mostly about -51% to -80%; note: % is set by controls: 0 for no effect and ±100 for the full control effect
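Neuro2A cells (4,500/well, DMEM with 0.5% FBS) were treated with compound at a single 50 µM final concentration, stimulated with 6 nM IGF for 20 min at 37 °C, and lysed. Phospho-Akt Ser473 was read by HTRF as 665/615 ratio ×10^4.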
CCT chaperon mod: High-Throughput Screening for Modulators of Cytosolic Chaperonin Activity | actives 0.3% (n = 360,000) | activity change, % (test concentration not listed), hits read low | purified chaperonin ATPase assay, HTRF ADP detection, 30 min; in the data active = activity change below about -30%; note: % is set by controls: 0 for no effect and ±100 for the full control effect
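Enzyme 40 or 20 nM (batch-dependent) in Tris pH 7.4/KCl/MgCl2/DTT; cpd 76 uM single point; ATP 10 uM; 30 min 37 °C; Transcreener ADP HTRF detection, 30 min RT; ratio 665/615.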
Mm-Cpn inhibitor: Inhibitors of TCP-1 ring complex (TRiC) of Methanococcus maripaludis (MmCpn): qHTS | Potency, µM (highest dose often 76.9 µM), inactives show at the highest dose activity, negative = inhibition, most hits filed as inhibitors | AID 504842, 2011 | purified Mm-Cpn ATPase, ADP Transcreener TR-FRET | actives 0.031% (n = 330,000); note: potency is the fitted concentration of half-maximal effect; % is set by controls: 0 for no effect and ±100 for the full control effect; nearly all actives have a fitted effect of over 80% in size
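Reaction buffer contained 30 mM Tris pH 7.4, 100 mM KCl, 5 mM MgCl2 and 1 mM DTT. Mm-CPN (25 nM final) hydrolysed 10 uM ATP over 30 min at 37°C; ADP was read by HTRF.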
D3 antag: qHTS of D3 Dopamine Receptor Antagonist: qHTS. D3R cells, DiscoveRx beta-arrestin luminescence, antagonist mode; hits give low values. max response, negative = inhibition, %. actives 2.5% (n = 360,000). AID 652054, 2013; in the data active = max response below about -50%; inconclusive = no clear call, values can overlap the other calls; note: % is set by controls: 0 for no effect and ±100 for the full control effect; mostly tested at two doses, the higher about 12 µM
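Cells plated overnight at 1500 cells/well, then exposed to library compounds with dopamine controls for 90 minutes at 37 degrees C. DiscoveRx reagent added for 30–60 minutes at room temperature; luminescence read, quantitative HTS format.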
* marks the source's active call; other numbers are inactive results; i = inactive; u = inconclusive; x = not tested or not shown; [ ] = remark or other dose. Unless noted, calls come from the whole dose curve; as a rule, active = well fitted curve in the direction sought with a large enough effect; inconclusive = small, poorly fitted or top-dose-only effect, or another doubt; inactive = no such curve, though single readings can be large; an effect the other way counts as inactive or inconclusive.

Values run as follows: pAkt inh | CCT chaperon mod | DRD3 agonist | Mm-Cpn inhibitor | EPAC2 agonist | EPAC2 antag | PTHR1 agonist | D3 antag
> CCOc1ccc(CC(=O)NC2CC(C)(C)N(C)C(C)(C)C2)cc1OCC
  i | -1.9 | 1.6 | -1.8% | 1.0% | -1.9% | i | 5.8
> COc1cccc(NC(=O)c2cc(-c3ccncc3)nc3c(C)cc(C)cc23)c1
  i | 1.5 | 19.8 | -3.0% | -3.6% | 1.7% | i | 51.7
> O=C1[C@@H]2[C@H](C(=O)N1n1cnnc1)[C@H]1C=C[C@@H]2C1
  i | 2.0 | 0.9 | 2.0% | 10.4% | -2.4% | -25.3%[57.5 µM] | 25.2
> O=C(c1ccco1)N1CCN(Cc2cc(=O)c(OCc3ccccc3Cl)co2)CC1
  i | -1.2 | 0.3 | 1.0% | 8.0% | 4.1% | -1.2% | -8.2
> CCOC(=O)C1(CC2CCCCO2)CCN(C(=O)Nc2ccc(C)c(C)c2)CC1 (centres undefined)
  i | 0.5 | -5.1 | -0.8% | 0.4% | -9.7% | -24.7% | 6.3
> CN(C(=O)c1cccc(NC(=O)Cc2ccc(NC(=O)C3CCCN(C(=O)C4CC4)C3)cc2)c1)C1CCCCC1 (centres undefined)
  i | -2.4 | -22.0 | x | 17.6% | 3.5% | -6.3% | 21.9
> COC(=O)[C@@H](C)NC(=O)c1ccc2oc(CCc3ccccc3)nc2c1
  i | 0.6 | 5.5 | -0.9% | 5.2% | 0.2% | -28.7% | 1.1
> CN(C)S(=O)(=O)c1ccc(C(=O)Nc2nnc(-c3ccc4c(c3)CCCC4)o2)cc1
  i | -3.5 | 3.9 | -2.2% | 6.8% | -4.4% | i | 0.8
> CCNc1nc(NCC)nc(N(CC)C(N)=S)n1
  i | -1.8 | 2.6 | -0.5% | 7.1% | -3.5% | i | 4.8
> CN(C)c1ccc(P(=O)(CC(=O)N/N=C/c2ccc(C#N)cc2)OCCCl)cc1 (centres undefined)
  i | -0.6 | -25.4 | -0.3% | 6.2% | 2.2% | -40.9%[inhibitor] | -62.7*
> COc1ccc(C(=O)NC(=S)Nc2cccc(NC(=O)c3ccco3)c2)cc1[N+](=O)[O-]
  i | -2.0 | 7.3 | -1.3% | -3.0% | 9.2% | i | 17.9
> Cc1ccc(-c2nc3ccsc3c(=O)[nH]2)cc1
  i | -0.2 | 4.8 | -0.7% | 5.8% | 0.5% | -8.3% | u
> C#CCN1C=CC(=O)[C@@H](OC(=O)Nc2ccc(C)cc2)[C@H]1c1ccccc1Br
  i | -1.3 | -15.5 | x | 17.3% | -23.3% | -8.4% | -9.8
> CCn1ccnc1CN(C)Cc1cn(-c2cccc(C)c2)nc1-c1cccc(F)c1
  i | -2.7 | 3.8 | -1.4% | 1.2% | u | u | -0.1
> Nc1cccnc1Oc1ccc(F)cc1F
  i | 0.5 | 15.4 | 2.0% | 12.5% | 4.3% | i | 6.6
> CCc1ccc(C2N3CC4([N+](=O)[O-])CN2CC([N+](=O)[O-])(C3)C4(C)C)cc1 (centres undefined)
  i | -1.0 | 6.6 | 1.4% | 9.3% | 7.2% | i | 0.2
> O=C(Nc1ccc(Cl)c(C(F)(F)F)c1)c1ccncc1
  i | -3.5 | -10.2 | -1.1% | -8.6% | 0.3% | -81.9% | -23.7
> CC(C)C(c1nnnn1Cc1ccc(F)cc1)N1CCSCC1 (centres undefined)
  i | -1.0 | 0.4 | 0.1% | 4.8% | -1.5% | -3.8% | -5.7
> OC[C@@H]1CN(Cc2ccc(F)cc2)C[C@H](n2cnc3c(N4CCOCC4)ncnc32)O1
  i | -0.7 | 4.3 | x | 11.6% | 12.5% | 26.8% | 0.0
> O=C1CCCN1C(=O)CCC(=O)N1CCCC1=O
  i | 1.6 | -0.8 | 1.7% | -9.6% | 4.8% | i | 0.5
> Cn1ccnc1SCC(=O)NC1CC1
  i | 0.0 | 4.0 | -0.1% | 5.4% | 0.0% | -10.8% | 0.0
> Nc1nnc(N2CCc3ccccc32)s1
  i | 0.2 | 2.7 | -0.3% | 1.2% | 3.8% | -6.5% | -3.0
> COc1cccc(-c2nc(CS(=O)(=O)CC(=O)NC3CCCCCC3)c(C)o2)c1
  i | 0.1 | -5.8 | 1.1% | -0.8% | 6.3% | -76.5%[inhibitor] | 1.5
> COc1ccc(NC(=O)c2cc(S(=O)(=O)N3CCCC3)c[nH]2)cc1
  i | -1.3 | 3.2 | 1.3% | 2.4% | -3.2% | -61.0%[inhibitor] | -13.9
> Cc1ccc(C2C3=C(CC(C)(C)CC3=O)NC3=C2C(=O)CC(C)(C)C3)o1
  i | -1.0 | 4.7 | -0.7% | -4.1% | 1.2% | 8.6%[57.5 µM] | 15.1
> O=C(/C(C=Nc1cc2c(oc1=O)CCCC2=O)=C(\O)c1ccccc1)c1ccccc1
  i | -0.1 | -3.4 | 0.5% | 4.4% | -8.1% | -10.4% | -2.5
> Cc1ccc(CS(=O)Cc2ccc(C(=O)NC3CCCCC3)o2)cc1 (centres undefined)
  i | 3.4 | -1.1 | 0.9% | 2.8% | -7.7% | -6.7% | 16.9
> CCN(CC)c1ccc(NC(=O)COC(=O)C23CCC(=O)N2c2ccccc2S3)cc1 (centres undefined)
  i | -3.5 | -2.8 | 0.2% | 3.1% | 3.3% | -15.2% | u
> O=c1[nH]c(NCCO)nnc1Cc1ccccc1
  i | -2.4 | 8.0 | 2.9% | 13.0% | 3.5% | i | 10.2
> COC(=O)C1=C(C)NC2=C(C(=O)CC(C)(C)C2)C1c1cccc(C)n1 (centres undefined)
  i | 1.4 | -0.2 | 0.3% | 8.6% | 13.3% | i | 17.3
> CCN(C(=O)COC(=O)c1cc2ccccc2cc1OC)c1c(N)n(Cc2ccccc2)c(=O)[nH]c1=O
  i | -1.1 | -1.4 | x | 4.8% | -1.6% | -92.7%[inhibitor] | -14.6
> C[C@]12c3[nH]c4ccc(Cl)cc4c3CCN1C(=O)[C@@H](CC(=O)NCc1cccc(C(F)(F)F)c1)C[C@@H]2C(=O)N1CCCCC1
  i | -3.7 | 12.4 | -5.2% | -3.5% | -19.1% | -4.5% | 12.6
> CN(CCOc1ccccc1)Cc1nc2cc(Cl)ccc2c(=O)[nH]1
  i | -1.0 | -5.8 | u | -4.5% | -8.7% | i | 0.3
> Nc1nc2c(nc(SCc3ccccc3Br)n2C2OC(CO)C(O)C2O)c(=O)[nH]1 (centres undefined)
  i | -0.9 | 12.4 | -1.2%[15.4 µM] | -2.6% | -9.0% | i | 5.9
> CCOC(=O)NCc1ccc(S(=O)(=O)Nc2c(C)cccc2C)cc1
  i | -0.4 | -6.2 | -6.6% | 8.4% | -0.8% | 7.0%[57.5 µM] | 4.2
> N#Cc1ccccc1NC(=O)CSc1nnc(-c2ccc(F)cc2)n1-c1ccccc1
  i | 1.9 | -1.8 | 1.1% | -2.2% | -2.5% | -11.5% | -27.2
> O=C(c1cc2cc([N+](=O)[O-])ccc2oc1=O)n1cccn1
  i | -1.5 | -15.1 | 0.7% | 5.0% | -6.1% | -6.7% | u
> O=C(CN1C(=O)c2ccccc2C1=O)Nc1cccnc1
  i | -4.1 | 0.7 | 2.3% | -3.9% | 6.7% | i | -5.6
> Cc1ccc(N2C(=O)c3ccc(C(=O)O)cc3C2=O)cc1C
  i | 0.3 | 2.8 | 2.0% | 3.1% | 5.6% | i | 20.1
> O=C(CNC(=O)c1nc[nH]c1C(=O)NCc1ccccc1)OCc1ccccc1
  i | 0.9 | 21.1 | -3.1% | 8.7% | -4.5% | -52.5%[inhibitor] | 80.0
> COc1ccc([N+](=O)[O-])cc1N(CC(=O)NCCSc1ccccc1)S(C)(=O)=O
  i | -2.8 | 4.8 | 3.6% | 1.3% | 6.1% | -6.2% | 11.4
> CC(NC(=O)Cc1ccccc1)C1COc2ccccc2O1 (centres undefined)
  i | -1.4 | -8.3 | 1.2% | 2.1% | 3.7% | i | -1.9
> COc1ccccc1C(=O)NC(=O)CSc1nc2nc(C)cc(C)n2n1
  i | -2.1 | 2.4 | -0.1% | 4.1% | 11.3% | i | -28.9
> CCOC(=O)CNC(=O)CSc1nnc(-c2c[nH]c3ccccc23)n1CC
  i | 1.4 | 5.2 | -1.9% | 3.1% | -0.4% | -20.3% | 3.3

At a glance, 8 of the compounds above.
Values run as follows: pAkt inh | CCT chaperon mod | DRD3 agonist | Mm-Cpn inhibitor | EPAC2 agonist | EPAC2 antag | PTHR1 agonist | D3 antag
> O=C(c1cc2cc([N+](=O)[O-])ccc2oc1=O)n1cccn1
  i | -1.5 | -15.1 | 0.7% | 5.0% | -6.1% | -6.7% | u
> O=C(CN1C(=O)c2ccccc2C1=O)Nc1cccnc1
  i | -4.1 | 0.7 | 2.3% | -3.9% | 6.7% | i | -5.6
> Cc1ccc(N2C(=O)c3ccc(C(=O)O)cc3C2=O)cc1C
  i | 0.3 | 2.8 | 2.0% | 3.1% | 5.6% | i | 20.1
> O=C(CNC(=O)c1nc[nH]c1C(=O)NCc1ccccc1)OCc1ccccc1
  i | 0.9 | 21.1 | -3.1% | 8.7% | -4.5% | -52.5%[inhibitor] | 80.0
> COc1ccc([N+](=O)[O-])cc1N(CC(=O)NCCSc1ccccc1)S(C)(=O)=O
  i | -2.8 | 4.8 | 3.6% | 1.3% | 6.1% | -6.2% | 11.4
> CC(NC(=O)Cc1ccccc1)C1COc2ccccc2O1 (centres undefined)
  i | -1.4 | -8.3 | 1.2% | 2.1% | 3.7% | i | -1.9
> COc1ccccc1C(=O)NC(=O)CSc1nc2nc(C)cc(C)n2n1
  i | -2.1 | 2.4 | -0.1% | 4.1% | 11.3% | i | -28.9
> CCOC(=O)CNC(=O)CSc1nnc(-c2c[nH]c3ccccc23)n1CC
  i | 1.4 | 5.2 | -1.9% | 3.1% | -0.4% | -20.3% | 3.3

An excerpt, so the mix of outcomes need not match the whole.
